BoNT-A LC inh2 – BoNT/A light chain protease inhibitors, primary screen, biochemical, flow cytometry, MLPCN library | multiplex microsphere protease substrate cleavage | inhibition, % at 10 µM | Botulinum neurotoxin type A light chain protease (Clostridium botulinum A str. ATCC 3502) | hit rate 0.17% among 360,000; note: plate controls were buffer without enzyme for full effect and enzyme alone for no effect
VHR inh abs – VHR1 phosphatase inhibitors, primary screen, biochemical, absorbance, uHTS; recombinant VHR phosphatase, pNPP absorbance; inhibition, % at 13.3 µM; AID 1654, 2009; hit rate 0.52% among 290,000; Dual specificity protein phosphatase 3 (Homo sapiens), P51452; in the data active = inhibition above about 50%; note: some compounds called inactive have numbers as strong as hits
Target sequence (P51452 whole entry, looked up): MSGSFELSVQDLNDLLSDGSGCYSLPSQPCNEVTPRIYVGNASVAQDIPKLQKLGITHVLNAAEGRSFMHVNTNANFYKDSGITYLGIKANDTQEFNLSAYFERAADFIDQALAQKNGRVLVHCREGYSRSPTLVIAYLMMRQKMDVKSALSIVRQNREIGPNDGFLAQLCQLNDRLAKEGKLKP
Anthrax LF prot – Bacillus anthracis LF protease inhibitors, primary screen, biochemical, multiplex microsphere, MLPCN library. Lethal factor (Bacillus anthracis), P15917. hit rate 0.12% among 360,000. multiplex microsphere protease cleavage assay. inhibition, % at 10 µM; note: plate controls were buffer without enzyme for full effect and enzyme alone for no effect
PriA SSB inh – inhibitors of Klebsiella pneumoniae PriA binding to SSB C-terminal tail, primary screen, biochemical, AlphaScreen | PriA–SSB C-terminal tail interaction (Klebsiella pneumoniae) | AlphaScreen SSBct-PriA binding, biotinylated peptide | inhibition, % at 33 µM | hit rate 0.6% among 430,000; in the data active = inhibition mostly above about 37%, no sharp cut-off; inactive = mostly below about 20%;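 note: plate controls were negative control peptide for no effect and reference peptide for full effect; strong numbers were not always called active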
PrPC surface inh – inhibitors of human cell surface prion protein PrPC, primary screen, cell-based, TR-FRET; inhibition, % at 13.8 µM; hit rate 0.43% among 370,000; TR-FRET read-out; in the data active = inhibition above about 24%; note: 0% = median of the test wells and 100% = reference compound wells
CCHF vOTU inh – CCHFV vOTU protease inhibitors, primary screen, biochemical, Pep-AMC substrate, fluorescence; Crimean-Congo hemorrhagic fever virus L polyprotein viral ovarian tumor (vOTU) protease …; hit rate 0.55% among 370,000; inhibition, % at 11.5 µM; in the data active = inhibition above about 30%; note: 0% = vehicle wells with enzyme and 100% = no enzyme wells
3CLpro inhibitor – SARS-CoV 3CLpro protease inhibitors, primary screen, biochemical, quenched FRET; recombinant SARS-CoV 3CLpro, quenched FRET peptide cleavage; inhibition, % at 6 µM; Replicase polyprotein 1ab (Severe acute respiratory syndrome coronavirus), P0C6X7; hit rate 0.14% among 290,000; in the data active = inhibition above about 12%
Rv3671c inh – Rv3671c serine protease inhibitors, primary screen, biochemical, fluorescence polarization, M. tuberculosis H37Rv | P9WHR9 | inhibition, % at 5.96 µM | AID 2606, 2010 | hit rate 0.048% among 320,000; in the data active = inhibition above about 38%;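 note: extracellular domain of Rv3671c used as enzyme; 0% = enzyme with DMSO and 100% = no enzyme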
Target sequence (P9WHR9 whole entry, looked up, the tested form may be a part): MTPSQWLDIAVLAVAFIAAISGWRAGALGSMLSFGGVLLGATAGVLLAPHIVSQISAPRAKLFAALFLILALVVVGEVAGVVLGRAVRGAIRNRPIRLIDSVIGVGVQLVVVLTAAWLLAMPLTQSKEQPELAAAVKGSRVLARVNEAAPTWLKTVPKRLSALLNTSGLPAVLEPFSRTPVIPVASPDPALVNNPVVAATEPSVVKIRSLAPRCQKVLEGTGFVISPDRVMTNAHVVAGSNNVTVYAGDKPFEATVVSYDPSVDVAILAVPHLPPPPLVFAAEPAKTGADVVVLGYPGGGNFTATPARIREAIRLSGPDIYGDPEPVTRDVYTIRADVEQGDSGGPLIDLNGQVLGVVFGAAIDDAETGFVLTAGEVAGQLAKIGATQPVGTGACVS
BoNT F protease – BoNT/F light chain protease inhibitors, primary screen, biochemical, flow cytometry, MLPCN library; Botulinum neurotoxin type F light chain protease (Clostridium botulinum); Multiplex microsphere protease cleavage assay; inhibition, % at 10 µM; hit rate 0.22% among 360,000; in the data active = inhibition above about 35%, passing the limit was not always enough; inconclusive = no clear call, values can overlap the other calls; note: plate controls were buffer without enzyme for full effect and enzyme alone for no effect
MazEF act – activators of E. coli MazEF toxin-antitoxin RNase, primary screen, biochemical, fluorescence, uHTS. activation, % at 20 µM. hit rate 0.32% among 350,000. FAM/BHQ RNA-DNA oligo cleavage fluorescence, 5 h. Endoribonuclease toxin MazF (Escherichia coli (strain K12)), P0AE70. AID 504720, 2011; in the data active = activation above about 50%
Target sequence (P0AE70 whole entry, looked up): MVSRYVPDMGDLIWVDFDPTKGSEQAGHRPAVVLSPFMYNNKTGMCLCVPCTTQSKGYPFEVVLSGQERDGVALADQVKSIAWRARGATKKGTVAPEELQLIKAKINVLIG
Numbers without * were called inactive. Cut-off read from the data, not from the text of the source, unless noted: active = inhibition above about 30%; inconclusive = no clear call, values can overlap the other calls; inactive = below that. Some of the compounds tested. The share of hits here may be higher or lower than overall.

How did O=C(NCCc1c[nH]c2ccccc12)C(=O)NCC1OCCCN1S(=O)(=O)c1ccc(F)cc1 (configuration not stated) do in these assays?
BoNT-A LC inh2: -0.1; VHR inh abs: 1; Anthrax LF prot: -2; PriA SSB inh: 4; PrPC surface inh: -4; CCHF vOTU inh: 8; 3CLpro inhibitor: -6; Rv3671c inh: -15; BoNT F protease: -6; MazEF act: 2

Results for COc1ccc(S(=O)(=O)Nc2ccccc2C(=O)NCc2cccnc2)cc1OC ?
BoNT-A LC inh2: 2.6; VHR inh abs: 30; Anthrax LF prot: 0; PriA SSB inh: -3; PrPC surface inh: 1; CCHF vOTU inh: -23; 3CLpro inhibitor: -6; Rv3671c inh: -5; BoNT F protease: 3; MazEF act: -11

How did CSCCC(NC(=O)COc1ccccc1)C(=O)N(C)Cc1ccc(Cl)cc1Cl (configuration not stated) do in these assays?
BoNT-A LC inh2: -3.3; Anthrax LF prot: -2; PriA SSB inh: -3; PrPC surface inh: -3; CCHF vOTU inh: -4; Rv3671c inh: -2; BoNT F protease: -2; MazEF act: 0

What do the screens show for `Cc1ccc2c(c1)COc1c3ccc(C(=O)N4CCCCC4)cc3nn1-2`?
BoNT-A LC inh2: 0.5; VHR inh abs: 30; Anthrax LF prot: 4; PriA SSB inh: -4; PrPC surface inh: -7; CCHF vOTU inh: -4; Rv3671c inh: -1; BoNT F protease: 5; MazEF act: 0

What do the screens show for `Cc1nnc2c(N3CCN(C(=O)c4ccco4)CC3)nc3ccccc3n12`?
BoNT-A LC inh2: -0.4; VHR inh abs: -4; Anthrax LF prot: -1; PriA SSB inh: 5; PrPC surface inh: -11; CCHF vOTU inh: 17; 3CLpro inhibitor: -5; Rv3671c inh: 9; BoNT F protease: -6; MazEF act: 4

What do the screens show for `Cc1nn(C(C)C(=O)O)c(=O)c2ccccc12` (configuration not stated)?
BoNT-A LC inh2: 0.0; VHR inh abs: 34; Anthrax LF prot: 0; PriA SSB inh: -18; PrPC surface inh: 5; CCHF vOTU inh: -11; 3CLpro inhibitor: -1; Rv3671c inh: -4; BoNT F protease: -1; MazEF act: -8

Results for O=C(CN1CCCC1)OCCCC1CCCCC1 ?
BoNT-A LC inh2: inconclusive; VHR inh abs: 20; Anthrax LF prot: 4; PriA SSB inh: -9; PrPC surface inh: 0; CCHF vOTU inh: -13; 3CLpro inhibitor: -2; Rv3671c inh: 0; BoNT F protease: inconclusive; MazEF act: 7

How did Cc1ccc(NC(=S)Nc2cccc3cnccc23)c(C)c1 do in these assays?
BoNT-A LC inh2: -0.8; VHR inh abs: 8; Anthrax LF prot: -8; PriA SSB inh: 18; PrPC surface inh: 3; CCHF vOTU inh: 17; 3CLpro inhibitor: 5; Rv3671c inh: 4; BoNT F protease: -7; MazEF act: 11

What do the screens show for `Cc1ccccc1-c1noc(-c2ccccc2C(=O)NCc2ccco2)n1`?
BoNT-A LC inh2: -1.0; VHR inh abs: -8; Anthrax LF prot: -6; PriA SSB inh: -6; PrPC surface inh: 8; CCHF vOTU inh: -9; 3CLpro inhibitor: -5; Rv3671c inh: 3; BoNT F protease: 4; MazEF act: -1

What do the screens show for `Cc1ccc(Cl)c(OCCN2CCc3ccccc3C2)c1`?
BoNT-A LC inh2: 3.2; VHR inh abs: 5; Anthrax LF prot: 8; PriA SSB inh: -44; PrPC surface inh: 10; CCHF vOTU inh: -1; 3CLpro inhibitor: -2; Rv3671c inh: -4; BoNT F protease: 11; MazEF act: -8

Results for CCOC(=O)N1CCN(Cc2nc(N)nc(Nc3ccc(Cl)cc3)n2)CC1 ?
BoNT-A LC inh2: -0.1; VHR inh abs: 16; Anthrax LF prot: -1; PriA SSB inh: 5; PrPC surface inh: -5; CCHF vOTU inh: 7; 3CLpro inhibitor: 0; Rv3671c inh: 1; BoNT F protease: 7; MazEF act: 6

How did CCC(c1nnnn1C(C)(C)CC)N1CCN(c2ccccc2F)CC1 (configuration not stated) do in these assays?
BoNT-A LC inh2: -2.1; VHR inh abs: 22; Anthrax LF prot: 0; PriA SSB inh: -7; PrPC surface inh: -6; CCHF vOTU inh: 1; 3CLpro inhibitor: 4; Rv3671c inh: 10; BoNT F protease: -7; MazEF act: -11

How did OC1(c2ccccc2F)CC2CCC(C1)N2CCN1CCOCC1 (configuration not stated) do in these assays?
BoNT-A LC inh2: 1.2; VHR inh abs: 22; Anthrax LF prot: 4; PriA SSB inh: -22; PrPC surface inh: 1; CCHF vOTU inh: 6; 3CLpro inhibitor: 1; Rv3671c inh: 10; BoNT F protease: 12; MazEF act: 2

Results for CC1=C(C(=O)Nc2ccccn2)C(c2ccccc2Cl)NC(=S)N1 (configuration not stated) ?
BoNT-A LC inh2: -0.4; VHR inh abs: 20; Anthrax LF prot: -1; PriA SSB inh: -19; PrPC surface inh: 3; CCHF vOTU inh: 6; 3CLpro inhibitor: -2; Rv3671c inh: 4; BoNT F protease: -4; MazEF act: -2

What do the screens show for `O=C(CSc1nnc(NC(=O)C2CC2)s1)Nc1ccccc1`?
BoNT-A LC inh2: -0.4; VHR inh abs: 6; Anthrax LF prot: -3; PriA SSB inh: -14; PrPC surface inh: 0; CCHF vOTU inh: 4; 3CLpro inhibitor: -7; Rv3671c inh: 2; BoNT F protease: -4; MazEF act: 3

What do the screens show for `Cc1ccc2cccc(OCC(=O)Nc3ccc4c(c3)OCO4)c2n1`?
BoNT-A LC inh2: -0.5; VHR inh abs: 16; Anthrax LF prot: 0; PriA SSB inh: 6; PrPC surface inh: 3; CCHF vOTU inh: -1; 3CLpro inhibitor: -1; Rv3671c inh: 1; BoNT F protease: 8; MazEF act: 3

How did CCc1ccc(-c2csc3[n+]2CCN3C(C)=O)cc1 do in these assays?
BoNT-A LC inh2: 1.1; VHR inh abs: 13; Anthrax LF prot: -6; PriA SSB inh: -2; PrPC surface inh: 1; CCHF vOTU inh: 0; 3CLpro inhibitor: 2; Rv3671c inh: -4; BoNT F protease: 1; MazEF act: -3

How did O=C(CSc1nnc(C2CC2)n1Cc1ccccc1)N1CCNC1=O do in these assays?
BoNT-A LC inh2: -0.4; Anthrax LF prot: 3; PriA SSB inh: -2; PrPC surface inh: 0; CCHF vOTU inh: -1; Rv3671c inh: -6; BoNT F protease: -2; MazEF act: 2

What do the screens show for `COc1ccc(C2=NN(C(=O)CCCC(=O)O)C(c3cccs3)C2)cc1OC` (configuration not stated)?
BoNT-A LC inh2: 1.2; VHR inh abs: 38; Anthrax LF prot: -3; PriA SSB inh: -8; PrPC surface inh: -7; CCHF vOTU inh: -8; 3CLpro inhibitor: 8; Rv3671c inh: -3; BoNT F protease: -1; MazEF act: 1

How did COc1ccccc1-c1cnc(C(O)c2cccc(F)c2)[nH]1 (configuration not stated) do in these assays?
BoNT-A LC inh2: -0.1; Anthrax LF prot: -2; PrPC surface inh: 1; CCHF vOTU inh: -2; BoNT F protease: -5

Results for CS(=O)(=O)c1cccc(C(=O)NCc2ccccc2)c1 ?
BoNT-A LC inh2: 1.0; VHR inh abs: -11; Anthrax LF prot: -4; PriA SSB inh: -2; PrPC surface inh: 3; CCHF vOTU inh: 6; 3CLpro inhibitor: 4; Rv3671c inh: -3; BoNT F protease: -9; MazEF act: 1

How did O=C(COC(=O)CC1CCS(=O)(=O)C1)Nc1ccc(F)cc1 (configuration not stated) do in these assays?
BoNT-A LC inh2: -0.3; Anthrax LF prot: -4; PriA SSB inh: 4; PrPC surface inh: 3; CCHF vOTU inh: -10; Rv3671c inh: 18; BoNT F protease: 8; MazEF act: 7

How did CC(C)C[C@H](NC(=O)OC(C)(C)C)C(=O)N/N=C/C1=Cc2ccccc2OC1C (some centres not stated) do in these assays?
BoNT-A LC inh2: -0.6; VHR inh abs: -11; Anthrax LF prot: -2; PrPC surface inh: -3; CCHF vOTU inh: -8; 3CLpro inhibitor: 7; Rv3671c inh: 1; BoNT F protease: 3; MazEF act: 4

Results for COc1ccccc1OCc1ccc(C(=O)Nc2ccccc2F)cc1 ?
BoNT-A LC inh2: -0.4; VHR inh abs: -4; Anthrax LF prot: -1; PriA SSB inh: -2; PrPC surface inh: 3; CCHF vOTU inh: -1; 3CLpro inhibitor: 2; Rv3671c inh: -11; BoNT F protease: -2; MazEF act: 12

Results for O=C(C(=O)N1CCCCCC1)c1c[nH]c2ccccc12 ?
BoNT-A LC inh2: -0.6; VHR inh abs: 8; Anthrax LF prot: -16; PriA SSB inh: 0; PrPC surface inh: 5; CCHF vOTU inh: 11; 3CLpro inhibitor: -1; BoNT F protease: inconclusive; MazEF act: -20

Results for CC(/C=N\NC(=O)Cn1cncn1)=C/c1ccc(C(C)C)cc1 ?
BoNT-A LC inh2: -0.8; VHR inh abs: 5; Anthrax LF prot: 0; PrPC surface inh: -4; CCHF vOTU inh: -6; 3CLpro inhibitor: 1; Rv3671c inh: -3; BoNT F protease: -7; MazEF act: 6

How did CCOc1ccc(N=C2SCCCN2C)cc1 do in these assays?
BoNT-A LC inh2: 0.1; VHR inh abs: -5; Anthrax LF prot: 2; PriA SSB inh: -2; PrPC surface inh: -9; CCHF vOTU inh: -27; 3CLpro inhibitor: 4; Rv3671c inh: -2; BoNT F protease: 3; MazEF act: 15

What do the screens show for `CC(C)CC(NS(=O)(=O)c1cc(C(=O)O)ccc1Cl)C(=O)O` (configuration not stated)?
BoNT-A LC inh2: -0.3; VHR inh abs: -20; Anthrax LF prot: -4; PriA SSB inh: -3; PrPC surface inh: 7; CCHF vOTU inh: -5; 3CLpro inhibitor: 0; Rv3671c inh: 0; BoNT F protease: -5; MazEF act: 8

How did CCOC(=O)CNC(=O)CSc1nc(-c2cccc(C)c2)ns1 do in these assays?
BoNT-A LC inh2: 0.1; VHR inh abs: 19; Anthrax LF prot: -6; PriA SSB inh: 8; PrPC surface inh: 8; CCHF vOTU inh: -1; 3CLpro inhibitor: -4; Rv3671c inh: -3; BoNT F protease: 2; MazEF act: -21

How did C[C@H](CO)N1C[C@H](C)[C@@H](CN(C)CC2CCCCC2)Oc2c(NC(=O)Cc3ccccc3)cccc2C1=O do in these assays?
BoNT-A LC inh2: -0.3; Anthrax LF prot: 2; PriA SSB inh: 4; PrPC surface inh: 3; CCHF vOTU inh: 26; Rv3671c inh: 6; BoNT F protease: -2; MazEF act: 4

At a glance, part of the list above.
What do the screens show for `CC(C)CC(NS(=O)(=O)c1cc(C(=O)O)ccc1Cl)C(=O)O` (configuration not stated)?
BoNT-A LC inh2: -0.3; VHR inh abs: -20; Anthrax LF prot: -4; PriA SSB inh: -3; PrPC surface inh: 7; CCHF vOTU inh: -5; 3CLpro inhibitor: 0; Rv3671c inh: 0; BoNT F protease: -5; MazEF act: 8

How did CCOC(=O)CNC(=O)CSc1nc(-c2cccc(C)c2)ns1 do in these assays?
BoNT-A LC inh2: 0.1; VHR inh abs: 19; Anthrax LF prot: -6; PriA SSB inh: 8; PrPC surface inh: 8; CCHF vOTU inh: -1; 3CLpro inhibitor: -4; Rv3671c inh: -3; BoNT F protease: 2; MazEF act: -21

How did C[C@H](CO)N1C[C@H](C)[C@@H](CN(C)CC2CCCCC2)Oc2c(NC(=O)Cc3ccccc3)cccc2C1=O do in these assays?
BoNT-A LC inh2: -0.3; Anthrax LF prot: 2; PriA SSB inh: 4; PrPC surface inh: 3; CCHF vOTU inh: 26; Rv3671c inh: 6; BoNT F protease: -2; MazEF act: 4

Source: PubChem
